Screens (PubChem BioAssay)
TNAP act hiacc = activators of human TNAP at high phosphate acceptor concentration; P05186; purified TNAP, CDP-star luminescence, 1 M DEA, 30 min; hits give high values; 0 = EDTA background, 1 = DMSO-only activity; activation factor at 20 µM; 200,000 tested, under 10 active; AID 1136;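 active = activation factor at least 2 at 20 µM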
Target sequence (P05186 whole entry, looked up): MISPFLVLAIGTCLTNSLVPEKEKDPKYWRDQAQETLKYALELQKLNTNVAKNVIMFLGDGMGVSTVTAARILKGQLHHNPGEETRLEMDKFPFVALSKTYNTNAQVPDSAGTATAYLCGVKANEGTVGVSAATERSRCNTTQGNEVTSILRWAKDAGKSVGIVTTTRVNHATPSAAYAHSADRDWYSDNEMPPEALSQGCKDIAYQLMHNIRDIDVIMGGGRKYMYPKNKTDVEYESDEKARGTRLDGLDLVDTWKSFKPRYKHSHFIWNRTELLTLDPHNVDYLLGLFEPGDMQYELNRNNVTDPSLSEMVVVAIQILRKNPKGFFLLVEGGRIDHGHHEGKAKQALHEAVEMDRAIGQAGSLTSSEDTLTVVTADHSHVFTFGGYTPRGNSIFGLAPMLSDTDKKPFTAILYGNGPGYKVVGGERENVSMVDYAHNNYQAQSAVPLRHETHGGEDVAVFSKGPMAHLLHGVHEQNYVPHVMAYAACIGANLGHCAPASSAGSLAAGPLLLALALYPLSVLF
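Test system – human TNAP · Doses – 20 µM single point · Incubation – 30 min, room temperature · Signal – luminescent substrate turnover signal · Read-out basis – activation factor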
TNAP inh hiacc = blocks human TNAP under high phosphate acceptor concentration. AID 1135. purified TNAP, CDP-star luminescence, 1 M DEA. inhibition, % at 20 µM. hit rate 0.03% among 200,000;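 active = over 50% inhibition of tissue-nonspecific alkaline phosphatase at 20 µM in the single-dose screen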;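 also: plate controls were DMSO wells for no effect and EDTA-quenched wells as full inhibition for full effect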
bIAP inh = blocks bovine intestinal alkaline phosphatase activity. purified bovine IAP, CDP-star luminescence, 30 min. inhibition, % at 20 µM. 190,000 tested, under 10 active;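 active = over 50% inhibition of intestinal alkaline phosphatase at 20 µM in the single-dose screen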
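System: Purified bovine intestinal alkaline phosphatase (IAP) enzyme | Input: IAP diluted 1/65,000,000 in the well | Also added: CDP-star chemiluminescent phosphatase substrate, 30 µM final | Dosing: 20 µM single dose | Times: Enzyme reaction for 30 min at room temperature | Detection: Luminescence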
PMI activator = increases human mannose-6-phosphate isomerase activity; activation factor at 20 µM; purified human PMI, coupled resazurin fluorescence, 20 min; hits give high values; 1 = vehicle control, 0 substrate-free wells; hit rate 0.005% among 190,000; AID 1214;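 active = activation factor of 2 or more at 20 µM, relative to plate controls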
Target sequence (P34949 whole entry, looked up): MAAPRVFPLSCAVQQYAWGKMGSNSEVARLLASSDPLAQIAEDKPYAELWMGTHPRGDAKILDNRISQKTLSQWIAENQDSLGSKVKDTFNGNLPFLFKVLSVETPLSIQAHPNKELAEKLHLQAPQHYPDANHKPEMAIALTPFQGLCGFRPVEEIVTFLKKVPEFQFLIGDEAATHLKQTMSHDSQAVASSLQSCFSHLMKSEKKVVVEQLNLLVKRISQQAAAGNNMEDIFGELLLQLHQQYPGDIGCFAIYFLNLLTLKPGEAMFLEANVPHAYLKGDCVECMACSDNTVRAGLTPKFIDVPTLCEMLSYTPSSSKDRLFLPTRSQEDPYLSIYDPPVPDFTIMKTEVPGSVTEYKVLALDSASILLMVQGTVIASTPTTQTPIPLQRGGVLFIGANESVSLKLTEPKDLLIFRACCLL
Diaph act CS = activates diaphorase or chemically reduces, flagging diaphorase assay artifacts. AID 1229. activation factor at 20 µM. Diaphorase/resazurin coupled assay, resorufin fluorescence, 16 min; hits give high values; 1 = vehicle wells, 0 = NADH-free wells. hit rate 0.005% among 190,000;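 active = diaphorase activity raised at least twofold by the compound at 20 µM; inactive = activation factor below 2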
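Material: bacterial diaphorase enzyme (C. kluyveri); amount: enzyme 0.07 U/mL final; reagent: NADH substrate 0.114 mM plus resazurin dye 0.1 mM, final; doses: single compound dose of 20 µM, 1% DMSO final; timing: 16 min enzyme reaction, ambient temperature; measured by: fluorescence of resorufin, 544 nm excitation, 590 nm emission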
Lmaj promast = Leishmania major promastigote growth inhibition | hit rate 9% among 200,000 | inhibition, % at 10 µM | Leishmania major promastigotes, resazurin fluorescence viability | AID 1063; in the data active = inhibition above about 50%;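 also: promastigotes grown with compound for 44 hours at 28 °C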
PMI act hi M6P = PMI (human) activation, high substrate; P34949; coupled PMI enzyme assay, resazurin fluorescence, 20 min; hits give high values; 1 = untreated enzyme, 0 = substrate-free blank; activation factor at 20 µM; hit rate 0.34% among 190,000;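 active = activation factor of 2 or more at 20 µM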
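test system = human PMI in coupled enzyme assay | medium = HEPES-buffered pH 7.4 with magnesium and detergent | also added = 1.0 mM mannose-6-phosphate substrate with 0.22 mM NADP+ | compound = 20 µM single dose | times = 20 min incubation at room temperature | measured by = resorufin fluorescence (Ex 544/Em 590 nm) from resazurin via diaphorase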
TNAP inh no acc = inhibitors of human TNAP without phosphate acceptor | inhibition, % at 20 µM | hit rate 0.26% among 200,000 | purified TNAP, CDP-star luminescence, 30 min | AID 1012 | P05186;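 active = tissue-nonspecific alkaline phosphatase inhibition above about 50% at 20 µM in the single-dose screen, limit read from the data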;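 also: 0% = DMSO negative control and 100% = EDTA positive control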
bIAP act = intestinal alkaline phosphatase (bovine) activation | purified bovine IAP, CDP-star luminescence, 30 min; hits give high values; fold of DMSO-control signal, blank-subtracted | activation factor at 20 µM | hit rate 0.17% among 200,000 | AID 1016;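 active = activation factor of 2 or more at 20 µM, a signal rise over negative controls twice the positive control's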
Diaph inh CS = counter-screen for diaphorase-based assays: diaphorase inhibitors and chemical oxidizers. diaphorase resazurin-to-resorufin fluorescence, NADH, 16 min; bacterial (C. kluyveri) enzyme, not human. inhibition, % at 20 µM. hit rate 0.69% among 190,000. AID 1217;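 active = primary screen inhibition at 20 µM above a set limit, cut at about 50% in these data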;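 also: plate controls were DMSO with full reaction for no effect and wells lacking NADH for full effect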
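System: Bacterial diaphorase enzyme (C. kluyveri) | Incubation: 16-min room-temperature incubation before reading | Benchmarks: No-NADH positive control and DMSO neutral control | Measured by: Resorufin fluorescence 544/590 nm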
Starred values were filed as active, the others as inactive; . = not tested or not shown.

SMILES	TNAP act hiacc	TNAP inh hiacc	bIAP inh	PMI activator	Diaph act CS	Lmaj promast	PMI act hi M6P	TNAP inh no acc	bIAP act	Diaph inh CS
O=C(Nc1ccc2cn[nH]c2c1)c1ccc(S(=O)(=O)N2CCOCC2)cc1	1	-3	-15	1	0.9	-3	0.9	-41	1.2	13
Cc1ccc(S(=O)(=O)NCC(=O)OCC(=O)N(Cc2ccccc2)C(C)(C)C)cc1	1	-5	16	1	0.8	-2	1	-11	0.8	16
OCCC1CN(Cc2ccc3nsnc3c2)CCN1C1CCCCC1 (centres undefined)	1	-4	-2	0.9	0.8	14	1	-5	1	18
COc1cc2c(C(=O)N3CCN(Cc4ccc5c(c4)OCO5)CC3)cn(C)c(=O)c2cc1OC	0.9	8	-1	0.9	1	-6	1	-2	1	2
CCN1CCCC1CN=Cc1c(O)n(-c2ccccc2)c(=O)c2ccccc12 (centres undefined)	1	-4	-6	1	0.8	55*	1.1	-10	1.1	22
CCOc1ccc(N2CCc3c(C)nc(SC)nc32)cc1	1	-4	-4	1	1	12	1.1	-9	1	-3
CC1CCN(C(=O)/C(=C/c2ccccc2Cl)c2ccccc2)CC1	1	-3	11	0.8	0.8	3	0.8	-6	0.9	20
CCOC(=O)c1[nH]c(C)c(/C(O)=C2\C(=O)C(=O)N(CCCN(C)C)C2c2cccnc2)c1C (centres undefined)	1	-4	5	1	0.9	-3	0.9	-17	0.9	12
CC(C)(C)C(=O)N(Cc1nc2ccccc2c(=O)[nH]1)Cc1cccs1	1	-1	0	1.1	0.9	0	1.1	-8	1	6
O=c1cc(CSc2ccccc2)nc(-c2ccncc2)[nH]1	1	-2	-2	1	0.9	-3	0.9	-5	1	7
NNC(=O)Cn1c(-c2nonc2N)nc2ccccc21	1	-2	-16	0.9	0.9	-8	1	-6	1.2	12
N#Cc1ccccc1OCCN1C(=O)c2ccccc2C1=O	1	-4	12	1	1	-4	1	-4	0.9	2
O=c1[nH]n(CC2COC3(CCCCC3)O2)c(=O)c2ccccc12 (centres undefined)	1	-4	0	1.1	0.8	-4	0.9	-11	1	18
CCOC(=O)N1CCN(Cc2cc(Cl)c3cccnc3c2O)CC1	1	-3	-26	0.5	0.4	100*	0.4	-12	1.3	61*
CC(C)(C)c1ccc(OCC(=O)NCc2ccco2)c(Br)c1	1	-2	2	0.8	0.8	48	1	-10	1	21
C=CCN1C2CCCC1CC(NC(=O)Nc1cc(C)cc(C)c1)C2 (centres undefined)	1.1	-10	-96	0.9	0.9	6	1	-31	2*	7
c1ccc(N2CCN(c3cnccn3)CC2)nc1	1.1	-6	13	1	0.9	-1	1	-10	0.9	13
Cc1nn(Cc2ccc(Cl)cc2Cl)c(Cl)c1/C=C/C(=O)OCC(=O)NCC(F)(F)F	1	0	4	0.9	0.9	-6	0.9	-10	1	13
CCOC(=O)CSc1nnc(Cn2c(=O)sc3ccccc32)n1-c1ccccc1C	1	-4	11	1.1	0.9	-4	1	-9	0.9	14
CCC1(NC(C)=O)CC2CC1CC2NC(C)=O (centres undefined)	1	-1	0	0.9	0.9	-6	0.9	-4	1	10

Ordered by value in PMI activator (highest first): three of the compounds above
compound	TNAP act hiacc	TNAP inh hiacc	bIAP inh	PMI activator	Diaph act CS	PMI act hi M6P	TNAP inh no acc	bIAP act
O=c1[nH]n(CC2COC3(CCCCC3)O2)c(=O)c2ccccc12 (centres undefined)	1	-4	0	1.1	0.8	0.9	-11	1
OCCC1CN(Cc2ccc3nsnc3c2)CCN1C1CCCCC1 (centres undefined)	1	-4	-2	0.9	0.8	1	-5	1
CC1CCN(C(=O)/C(=C/c2ccccc2Cl)c2ccccc2)CC1	1	-3	11	0.8	0.8	0.8	-6	0.9

More results
SMILES	TNAP act hiacc	TNAP inh hiacc	bIAP inh	PMI activator	Diaph act CS	Lmaj promast	PMI act hi M6P	TNAP inh no acc	bIAP act	Diaph inh CS
CNC(=O)C1Cc2ccccc2CN1S(=O)(=O)c1cccs1 (centres undefined)	1	-4	1	0.9	0.9	68*	1	-8	1	6
Cc1ccc(/C=N/NC(=S)NC(C)C)o1	1.1	-12	0	1	0.9	-4	1	-12	1	8
O=C(O)C1C2CCC(C2)C1C(=O)NCCC1=CCCCC1 (centres undefined)	1	-5	7	1	1	-5	1	-10	0.9	5
c1ccc(N2CCN(c3c4c(nc5ncnn35)CCC4)CC2)cc1	1	-3	9	0.3	0.9	33	1	-11	0.9	11
N#CCSc1nc2sc3c(c2c(=O)n1C1CCCCC1)CCCC3	1.1	-5	15	0.8	0.7	56*	0.5	-10	0.8	31
COC(=O)c1sc(S(=O)(=O)N2CCCCC2)c(C(=O)OC)c1C	1	0	6	0.9	0.9	6	1	-4	0.9	9
COc1ccc(N2C(=O)S[C@@H]3CS(=O)(=O)C[C@@H]32)cc1	1	3	-5	1.1	1	-6	1	2	1	1
CC(C)Oc1ccc(CNC(=S)N/N=C/c2cccnc2)cc1	0.9	6	8	0.9	1	-1	0.9	4	0.9	4
CCc1cc(Br)ccc1NC(=O)C1CCCO1 (centres undefined)	1	-4	16	1	0.9	1	0.9	-11	0.8	13
COc1ccc(-n2c(COc3cccc4ccccc34)nnc2SC(C)C(=O)O)cc1 (centres undefined)	1	0	-10	.	.	-7	.	-5	1.1	.
CCOC(=O)c1ccccc1NS(=O)(=O)c1ccc(S(=O)(=O)N2CCCC2)cc1	1	-4	12	1	0.9	3	1	-2	0.9	10
CCN(C(=O)COC(=O)c1ccccc1NC(=O)c1ccco1)C1CCS(=O)(=O)C1 (centres undefined)	1	1	2	1.1	1	-3	1.1	-5	1	-4
COC1=C/C(=C/c2c(N)n3nc(-c4ccc(C)cc4)sc3nc2=O)C=CC1=O	0.7	28	28	1	0.8	74*	0.8	25	0.7	21
O=C(NC(c1ccccc1)c1ccccc1)C1CCCO1 (centres undefined)	1.1	-10	2	1.2	1.1	-4	1.1	-4	1	-14
COC(=O)c1ccccc1NC(=O)Nc1cnccn1	1	-3	14	0.9	0.8	1	0.9	-8	0.9	17
Cc1cc(N2CCC(C)CC2)nc2cccc(O)c12	1	0	23	0.8	0.8	24	0.6	-9	0.8	25
COc1cc(C)c(Cl)cc1S(=O)(=O)NCc1ccco1	1	-4	10	1	0.8	-6	1	-12	0.9	18
Cc1c(Cl)cnc(NC(=O)COC(=O)Cc2coc3ccc4ccccc4c23)c1Cl	1	0	11	0.9	0.7	-3	0.9	-3	0.9	25
CC1CC(C(F)(F)F)n2ncc(C(=O)O)c2N1 (centres undefined)	1.1	-9	11	0.8	0.9	-4	0.9	-15	0.9	15
c1ccc2c(c1)nnn2Cc1nnc2sc(-c3ccncc3)nn12	1	-5	11	0.9	0.7	14	1	-5	0.9	25
C/C(=N\N=C(/N)SC1CC(=O)N(c2cccc(Cl)c2)C1=O)c1cccs1 (centres undefined)	1	-1	2	1.1	0.9	10	1	2	1	8
Cc1ccc2c(c1)cc(CN(Cc1cccnc1)C(=O)c1ccccc1)c1nnnn12	1	-1	-12	.	.	48	.	-6	1.1	.
Cn1c(N)c(C(=O)COC(=O)c2ccccn2)c(=O)n(C)c1=O	1	-4	-2	1.1	0.9	-4	1.1	-6	1	5
CN1CCN(c2ncc(CN3C(=O)c4ccccc4C3=O)s2)CC1	1.1	-6	-2	1	1	-5	1	-15	1	0
O=S(=O)(c1ccc(Br)s1)N1CCN(c2ccccc2)CC1	1	-4	3	1	0.9	-8	0.9	0	1	14
CN(C)S(=O)(=O)N1CCCN(S(=O)(=O)N(C)C)CC1	1.1	-7	5	0.9	0.8	2	0.9	-14	0.9	21
CN(NC(=O)COc1ccccc1)C1=NS(=O)(=O)c2ccccc21	1	0	-13	.	.	-4	.	-6	1.1	.
CCC1(C)Cc2ccccc2-c2nc3n(c(=O)c21)CC(C(=O)O)S3 (centres undefined)	1	-3	10	1.1	0.9	-2	1	-9	0.9	9
CN1CCN(C(=O)CSc2nc(-c3cccs3)ccc2C#N)CC1	1	-5	12	1	0.6	95*	1	-6	0.9	39
CN(CC1CCOCC1)C(=O)CC1C(=O)NCCN1Cc1cccc(Oc2ccccc2)c1 (centres undefined)	1.1	-10	-26	0.9	0.7	-5	0.6	-13	1.3	30
COc1ccc(CN2CCC(N3CCC(C(=O)N4CCOCC4)CC3)CC2)c(F)c1	1.1	-6	-11	1	1.1	78*	1	-7	1.1	-12
COc1cccc(CNC(=O)CSc2ccc(-c3ccccn3)nn2)c1	1.1	-6	1	1.1	0.8	-4	1.1	-17	1	20
CCN(CC)CCCNC(=O)c1sc2ncn(CC(=O)Nc3ccc(C)c(Cl)c3)c(=O)c2c1C	1	0	-7	1.1	1	11	0.9	-1	1.1	2
Cc1ccccc1NC(=O)Nc1ccc(C(F)(F)F)cc1	1.1	-10	12	1	0.9	2	1	-6	0.9	15
CCCCN(CCCC)C1=Nc2ccccc2N/C1=C(/C#N)C(=O)OCC	0.9	6	20	0.9	0.8	23	0.8	2	0.8	15
C=CCN=c1scc(-c2ccc(F)cc2)n1/N=C/c1ccccn1	1	0	-22	0.9	0.9	9	0.9	-7	1.2	14
CCCCOc1ccc(N=Cc2cccs2)cc1	1	3	3	0.9	0.8	4	0.6	-9	1	17
COc1ccc(OCCn2c(=N)n(CCO)c3ccccc32)cc1	1	-3	-10	0.9	0.8	-1	0.9	-1	1.1	16
CCOCCCNC(=O)c1cc2c(-c3ccc(Cl)cc3)nn(C)c2s1	1	-2	1	0.9	0.8	7	1	-16	1	23
COC(=O)[C@H](CCSC)NC(=O)Nc1ccc(C(C)=O)cc1	1	-2	6	0.9	0.8	-6	0.9	-9	0.9	18
COCCSc1ccccc1C(=O)N1CCN(Cc2ccccc2)CC1	1.1	-7	-5	0.9	0.9	-10	1	-7	1.1	14
CCCC(=O)Nc1nnc(CC(=O)N2CCCC2)s1	1	0	1	1	0.9	-3	1.1	-6	1	7
Cc1ccc(O)c(C(=O)c2cnc3c(c2)COc2ccc(C)cc2-3)c1	0.9	9	5	0.9	0.9	-6	0.9	6	1	13
Cc1cccc(Cn2c(N3CCCCC3C)nc3c2c(=O)[nH]c(=O)n3C)c1 (centres undefined)	1	-2	7	1	0.8	10	1	-8	0.9	17
